PglD inh – inhibitors of Campylobacter jejuni PglD acetyltransferase; hit rate 0.098% among 360,000; AID 602405; purified PglD enzyme, DTNB colorimetric CoA detection; inhibition, % at 12.5 µM; in the data active means inhibition above about 16%, passing the limit was not always enough; inconclusive means no clear call, values can overlap the other calls; further: strong numbers were not always called active
ERp5 block – ERp5 (human) disulfide isomerase inhibition. inhibition, % at 9.99 µM. AID 651711. ERp5 insulin aggregation, absorbance 650 nm, 90 min. hit rate 0.05% among 350,000;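 active means mean replicate inhibition above about 25%, with every replicate also reaching it, limit read from the data, passing the limit was not always enough; inconclusive means only one of those two criteria met; inactive means neither criterion met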
ARNT-TACC3 inh – ARNT/TACC3 interaction disruption; Q9Y6A5; AlphaScreen His-ARNT PAS-B/GST-TACC3 binding, luminescence; TACC3 fragment carries E629A point mutation; hit rate 0.66% among 390,000; inhibition, % at 9.99 µM; AID 623870;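 active means mean inhibition of replicates at least 50% and at least half of replicates each reaching 50%; inconclusive means half or more replicates reach 50% but mean below 50%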;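 further: 0% = complete ARNT plus TACC3 wells and 100% = ARNT alone without TACC3; many hits fall short of the cut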
Casp6 inh – inhibitors of human caspase-6; purified caspase-6, Z-VEID-R110 cleavage fluorescence; inhibition, % at 12.5 µM; hit rate 0.53% among 350,000; AID 686996;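 active means mean inhibition across replicates at least about 35%, with every replicate also reaching that limit, limit read from the data; inconclusive means only one of the two criteria met; inactive means neither criterion met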;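 further: 0% = median of neutral control wells and 100% = no fluorescence left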
E-selectin induc – induces E-selectin expression in human endothelial cells. P16581. HUVEC E-selectin immunofluorescence imaging; normalized: neutral wells 0, TNF-alpha wells 100. activation, % at 7.58 µM. hit rate 0.37% among 260,000;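 active means mean E-selectin-positive cell signal at least 10% of the positive control, reached in at least 60% of replicates, without over 20% cell loss; inconclusive means no rule given, readout overlaps actives, possibly toxicity-flagged; inactive means the rest, including those meeting only one limit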;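 further: in these data hits start at about 27%; measured in HUVEC primary endothelial cells; signal is the percent of cells scored E-selectin positive by PE staining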
Target sequence (P16581 whole entry, looked up): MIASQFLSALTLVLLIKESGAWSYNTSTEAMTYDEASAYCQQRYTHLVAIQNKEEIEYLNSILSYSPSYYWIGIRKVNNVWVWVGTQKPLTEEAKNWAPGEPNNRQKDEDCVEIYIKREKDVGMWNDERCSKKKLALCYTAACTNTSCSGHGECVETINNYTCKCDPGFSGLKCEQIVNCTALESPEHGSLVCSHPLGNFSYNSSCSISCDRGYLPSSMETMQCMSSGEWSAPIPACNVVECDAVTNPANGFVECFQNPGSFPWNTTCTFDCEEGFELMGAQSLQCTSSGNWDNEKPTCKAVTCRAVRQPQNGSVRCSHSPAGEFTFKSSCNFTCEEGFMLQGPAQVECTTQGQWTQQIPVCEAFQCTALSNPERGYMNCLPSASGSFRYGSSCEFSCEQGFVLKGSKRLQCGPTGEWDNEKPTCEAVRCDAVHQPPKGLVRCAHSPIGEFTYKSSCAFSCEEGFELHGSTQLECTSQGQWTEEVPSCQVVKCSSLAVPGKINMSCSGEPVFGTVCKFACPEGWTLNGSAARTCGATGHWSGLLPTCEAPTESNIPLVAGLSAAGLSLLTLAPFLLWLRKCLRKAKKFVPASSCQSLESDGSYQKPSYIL
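Assay system: HUVEC, human umbilical vein endothelial cells / Amount: 3,000 HUVEC/well / Controls: TNF-alpha positive control, DMSO neutral control / Compound dosing: single concentration / Medium: EGM-2 over gelatin coat / Evaluation: percent E-selectin-positive cells / Signal: immunofluorescence imaging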
RAD54 branch – inhibitors of human RAD54 branch migration; inhibition, % at 10.4 µM; hit rate 0.14% among 360,000; Q92698; RAD54 Holliday junction branch migration, FAM/BHQ fluorescence;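 active means mean normalized replicate activity at least 40 and at least half of replicates scoring 40 or more; inconclusive means only one of the two criteria met; inactive means mean below 40 and under half of replicates reaching 40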;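 further: 0% = median of neutral control wells and 100% = median of positive control wells; inhibitors cause a drop in the FAM fluorescence signal; in these data hits start at about 50%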
RAD52 inh – blocks human RAD52 DNA annealing. inhibition, % at 18.7 µM. recombinant RAD52 DNA annealing, FRET fluorescence. AID 651710. hit rate 0.46% among 360,000;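 active means every replicate showing at least 50% inhibition; inconclusive means mean inhibition at least 50% but not in every replicate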
Target sequence (P43351 whole entry, looked up): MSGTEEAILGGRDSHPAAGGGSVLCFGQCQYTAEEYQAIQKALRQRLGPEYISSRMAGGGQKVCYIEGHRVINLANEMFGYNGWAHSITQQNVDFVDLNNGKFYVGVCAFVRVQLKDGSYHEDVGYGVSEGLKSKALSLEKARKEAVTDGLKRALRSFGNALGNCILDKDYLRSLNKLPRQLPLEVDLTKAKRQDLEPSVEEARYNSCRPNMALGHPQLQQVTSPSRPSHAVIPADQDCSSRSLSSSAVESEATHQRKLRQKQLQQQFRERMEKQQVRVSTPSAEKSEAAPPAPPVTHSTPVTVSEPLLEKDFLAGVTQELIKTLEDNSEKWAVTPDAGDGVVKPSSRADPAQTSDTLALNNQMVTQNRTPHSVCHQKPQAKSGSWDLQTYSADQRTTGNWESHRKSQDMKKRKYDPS
esBAF inh – blocks esBAF chromatin remodeling in mouse ES cells; Bmi1-luciferase knock-in reporter, 24 h; 100% = twice the neutral-well signal; reporter increase, % at 12.5 µM; hit rate 2% among 350,000; in the data active means activation above about 40%; inconclusive means no clear call, values can overlap the other calls;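 further: 0% = median of the plate's neutral control wells and 100% = double that signal; a rise in the Bmi1 reporter signal indicates esBAF inhibition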
The depositor's hits bear a star; ? = inconclusive; . = not tested or not shown; & = joins results of further samples.

SMILES	PglD inh	ERp5 block	ARNT-TACC3 inh	Casp6 inh	E-selectin induc	RAD54 branch	RAD52 inh	esBAF inh
Cc1ccc(-n2nc3c(c2NC(=O)c2ccco2)CS(=O)(=O)C3)c(C)c1	-3	-1	12	8	.	3	-7	-6
COC(=O)CNC(=O)c1ccc(NS(=O)(=O)c2cc([N+](=O)[O-])ccc2Cl)cc1	5	5	-6	11	0.1	43	-11	.
O=C(CN1C(=O)NC2(CCCC2)C1=O)N1CCN(Cc2ccccc2)CC1	.	2	-6	-1	1.2	.	-6	.
COc1ccc(CNCc2ccncc2)c(OC)c1	1	4	-5	-5	.	-2	-17	1
O=C(Nc1cccc(-c2cn3ccccc3n2)c1)c1cc2ccccc2oc1=O	-5	3	-11	-5	.	-21	-4	.
COc1cccc(OCC(=O)Nc2ccccc2NC(C)=O)c1	6	.	-6	.	.	1	.	1
C/C(=N\NC(=O)CN(c1ccccc1)S(=O)(=O)c1ccccc1[N+](=O)[O-])C(C)(C)C	-4	-1	-4	-8	.	-3	0	.
COc1ccc(S(=O)(=O)NN(C)C(=O)c2nn(-c3ccccc3)ccc2=O)cc1	-3	2	-2	-1	27*	-3	-8	-2
CC(=O)Nc1ccc(NC(=O)C(C)OC(=O)c2ccc(S(=O)(=O)N3CCCCCC3)cc2)cc1 (centres undefined)	3	-8	7	-4	0.2	11	-2	.
COC(=O)c1ccc(N=NNc2cccc(Br)c2)cc1	.	-3	-1	-6	.	.	-3	.
CNC[C@@H]1Oc2cc(C#CC(C)(C)O)ccc2S(=O)(=O)N([C@@H](C)CO)C[C@H]1C	1	9	-3	0	.	-4	-22	-3
CCCCN(C)C(=O)C1CCC(=O)N(c2cc(OC)c(OC)c(OC)c2)C1c1ccc(OC)cc1 (centres undefined)	8	.	-1	.	.	-14	.	-3
CCOC(=O)N1CCN(S(=O)(=O)c2ccc(F)cc2)CC1	-1	10	-1	2	.	0	-12	3
O=C(CN1C(=O)S/C(=C\c2cccs2)C1=O)Nc1ccc(O)c(C(=O)O)c1	-2	2	20	4	.	12	-5	4
N#Cc1cccc(-c2ccc([C@@H]3[C@@H]4CN(S(=O)(=O)c5ccc(-c6ccccc6)cc5)C[C@H]3N4)cc2)c1	.	1	.	2	0.0	.	-7	.

Some of the entries so far, as a markdown table.
| structure | PglD inh | ERp5 block | ARNT-TACC3 inh | Casp6 inh | E-selectin induc | RAD54 branch | RAD52 inh | esBAF inh |
| --- | --- | --- | --- | --- | --- | --- | --- | --- |
| O=C(Nc1cccc(-c2cn3ccccc3n2)c1)c1cc2ccccc2oc1=O | -5 | 3 | -11 | -5 | . | -21 | -4 | . |
| COc1cccc(OCC(=O)Nc2ccccc2NC(C)=O)c1 | 6 | . | -6 | . | . | 1 | . | 1 |
| C/C(=N\NC(=O)CN(c1ccccc1)S(=O)(=O)c1ccccc1[N+](=O)[O-])C(C)(C)C | -4 | -1 | -4 | -8 | . | -3 | 0 | . |

(continued)
SMILES	PglD inh	ERp5 block	ARNT-TACC3 inh	Casp6 inh	E-selectin induc	RAD54 branch	RAD52 inh	esBAF inh
Cc1cccc(OCC(=O)N/N=C\c2cn(C)c3ccccc23)c1	-4	5	-3	0	.	-2	-15	-3
O=C(Nc1ccccc1C(=O)NC(Cc1ccccc1)C(=O)O)c1ccco1 (centres undefined)	3	3	-10	-1	-1.7	3	-5	-5
Cc1cccc(CCNC(=O)C2CCN(S(=O)(=O)c3cccc4nsnc34)CC2)c1	.	-11	-1	19	.	-2	-10	-5
Cc1ccc(C)c(NC(=O)C2CC(O)CN2C(=O)Oc2ccccc2)c1 (centres undefined)	1	-5	-7	-5	.	5	-10	.
COc1ccccc1-c1ccc([C@@H]2[C@H](C#N)N(C(=O)C3CC3)[C@H]2CO)cc1	-4	?	17	3	0.0	-21	-23	1
O=S1(=O)CC(N2CC=CC2)CN1C1CCCCC1 (centres undefined)	-1	-1	.	1	3.4	-11	-9	-5
Cc1nn(-c2ccccc2)c(N2CCCC2)c1/C=N/Nc1ccc(S(N)(=O)=O)cc1[N+](=O)[O-]	.	1	3	0	0.5	.	-3	.
Cc1c(C(=O)COC(C)(C)C)[nH]c2ccccc12	-3	.	-1	.	.	4	.	16
CCC(C)NCCOc1ccccc1C (centres undefined)	-1	-2	-10	0	3.3	2	-10	-1
Cc1sc2ncnc(SCC(=O)NC(C)C(C)C)c2c1C (centres undefined)	.	2	-5	-1	.	.	-23	.
Cc1c(OCC(=O)NCC(O)c2ccccc2)ccc2c3c(c(=O)oc12)CCCC3 (centres undefined)	0	-1	-2	0	.	-11	-28	-11
c1cc(-c2cccs2)nc(-c2cccs2)c1	.	4	-1	0	.	.	2	.
O=C(NC12CC3CC(CC(C3)C1)C2)c1ccccc1	-4	1	1	1	-0.7	1	-4	-8
O=C(c1ccccc1)c1ccc(Cn2cc(CCCO)nn2)cc1	5	5	0	3	-0.2	-11	-9	18
CCC/C(O)=C1\C(=O)CC(C)(C)CC1=Nc1ccc(OC)cc1	-2	1	24	1	.	-2	2	5
CC(=O)N(C)C[C@@H]1Oc2ncc(C#C[C@H](C)O)cc2C(=O)N([C@H](C)CO)C[C@@H]1C	4	0	-6	0	-0.1	8	6	6
CC(=O)N[C@H]1CC[C@@H](CCNC(=O)C2CCC2)O[C@H]1CO	-3	4	29	9	-0.3	8	6	5
O=c1[nH]c2ccccc2c(O)c1O	32*	-1	28	8	.	14	-13	-4
NC(=O)c1ccc[n+](CC(=O)Nc2ccccc2C(=O)O)c1	-4	0	-9	-1	0.1	-11	-2	-6
CC(C)C(NS(=O)(=O)c1cccs1)C(=O)Nc1nc(C(C)(C)C)cs1 (centres undefined)	-6	2	0	16	.	1	1	11
COc1ccc(S(=O)(=O)N(C)C[C@H]2Oc3c(NS(=O)(=O)c4ccc(F)cc4)cccc3C(=O)N([C@H](C)CO)C[C@@H]2C)cc1	0	2&0	3	2&3	-2.7&-0.1	-3	-3&14	-5
CC(=O)Nc1nnc(-c2ccco2)o1	.	-1	9	-2	0.6	.	-14	.
CN1CCN(c2ccc(C(CC(N)=O)NC(=O)c3ccccc3)cc2[N+](=O)[O-])CC1 (centres undefined)	-2	2	16	-2	0.2	-2	-6	.
COc1ccc(S(=O)(=O)Nc2ccc3c(c2)CC(=O)N([C@@H](C)CO)C[C@@H](C)[C@@H](CN(C)C(=O)Nc2ccc(C(F)(F)F)cc2)O3)cc1	-1	10	-1	-1	-2.8	12	-11	0
Cc1ccc(S(=O)(=O)N2CCN(C(=O)CN3C(=O)NC(C)(c4ccc5ccccc5c4)C3=O)CC2)cc1 (centres undefined)	-2	3	-5	6	-0.2	4	-13	-10
Cc1cc(-c2nnc(SCC(=O)Nc3ccc(S(N)(=O)=O)cc3)n2N)n[nH]1	1	.	7	-1	.	-2	-7	-4
O=C(Cc1cccnc1)N1CC(=O)N2[C@H](CO)[C@@H](c3ccc(C4=CCCC4)cc3)[C@H]2C1	.	-1	.	2	0.0	.	1	.
CC(C)C(=O)N1N=C(c2ccc(NS(C)(=O)=O)cc2)CC1c1cccs1 (centres undefined)	-3	1	.	1	-1.4	0	-115	.
C[C@H](CO)N1C[C@H](C)[C@H](CN(C)C(=O)c2cccc(F)c2)Oc2ncc(-c3cccnc3)cc2C1=O	-2	-5	.	-2	-0.3	-4	4	1
COc1ccccc1CNC(=O)CCNC(=O)Cn1ccc2ccccc2c1=O	-5	.	-6	.	.	-39	.	6
Cc1noc(C)c1S(=O)(=O)Nc1ccc2c(c1)C(=O)N([C@@H](C)CO)C[C@@H](C)[C@H](CN(C)S(=O)(=O)c1cn(C)cn1)OCCCC[C@H](C)O2	2	4	-11	1	.	6	0	-5
NCc1cccc(-n2cccn2)c1	-2	.	1	.	.	0	.	3
CCOc1ccc(NC(=O)Cn2nnc3c(cnn3-c3ccc(F)cc3)c2=O)cc1	.	-9	-8	-6	5.0	.	-21	.
CC(=O)NCCNC(=O)c1ccc(Cn2c(=O)[nH]c3ccsc3c2=O)cc1	-2	-3	4	-3	2.4	-1	-3	1
CC(C)[C@@H](C)NC(=O)N(C)C[C@H]1OCc2ccccc2-c2c(n(C)c3ccccc23)C(=O)N([C@H](C)CO)C[C@@H]1C	3	-6	11	-1	-0.4	-2	14	9
COc1ccccc1C(=O)Nc1sc2c(c1C(N)=O)CCCC2	-1	4	2	-5	.	-1	-3	29
Cc1cc(C)c(C(N)=O)c(NC(=O)Nc2ccccc2)n1	-1	.	-5	.	.	-16	.	-9
CCN(C(=O)CSc1nc(N)cc(=O)[nH]1)C1CCS(=O)(=O)C1 (centres undefined)	0	1	2	0	-0.6	6	-35	1
COc1ccc(F)cc1S(=O)(=O)n1cc(C)nc1-c1ccccc1	-2	.	-14	.	.	-12	.	-3
COc1ccc(CC/C(C)=N\NC(N)=O)cc1	1	1	-5	1	0.6	-3	-6	.
COCCOC(=O)N1C(=O)[C@@]2(c3cc(C#CCC(C(=O)OC)C(=O)OC)ccc31)[C@H](C(=O)Nc1nc3ccccc3s1)[C@H]1C(=O)O[C@H](c3ccccc3)[C@H](c3ccccc3)N1[C@@H]2c1ccccc1OCCO	3	3	-2	1	.	6	-32	.
COc1ccc(C(=O)OCC(=O)NCCN2C(=O)CSC2=O)cc1	.	-3	1	5	.	.	-3	.
Cc1ccc(OCCCN(C)C)c(Br)c1	-4	.	-9	.	.	5	.	8
CCc1noc(C)c1C(=O)Nc1ccc(C)c(S(=O)(=O)N2CCCCCC2)c1	.	7	-2	2	0.0	.	-10	12
COc1ccc(C(=O)OCC(O)COC(=O)c2ccc(OC)cc2)cc1	1	3	.	-2	5.3	10	-17	.
NC(=O)CSc1nnc(-c2ccoc2)o1	5	.	-6	.	.	18	.	-2
Cc1ccc(S(=O)(=O)N(C)C[C@@H]2Oc3c(NS(=O)(=O)c4cccs4)cccc3C(=O)N([C@@H](C)CO)C[C@H]2C)cc1	0	10	1	5	-0.1	5	-13	-4
CC(=O)Nc1ccc2c(c1)nc(CCNC(=O)c1ccco1)n2C	2	-5	-3	1	.	-5	-17	-4
COc1cc(CNc2ncnc3c2ncn3[C@H]2CN(Cc3ccc(C(=O)O)cc3)C[C@@H](CO)O2)cc(OC)c1OC	-7	2	.	10	-0.1	5	-40	-1
O=C1NCCn2ccc(=O)cc21	.	1	-5	-2	.	.	-4	.
Cc1cccc(NS(=O)(=O)c2cc3c(cc2C)NC(=O)CO3)c1	-6	-6	-3	-3	-0.2	-5	-6	7
Cc1ccc(/C=N/NC(=O)c2cc(C)oc2C)cc1	-4	2	.	-1	0.5	-1	0	?
Cc1ccc(OCC(=O)Nc2c(C)ccc3nsnc23)cc1	-2	0	-3	-3	.	-10	2	4
COCc1nnc(NS(=O)(=O)c2ccc([N+](=O)[O-])cc2)s1	-3	.	-6	.	.	-5	.	4
N#Cc1ccc(-c2cccnc2)nc1SCc1ccc(Cl)c(Cl)c1	-2	-4	.	-1	-0.2	1	-19	-9
CC(C)c1cc(Br)ccc1OCCCN1C(=O)NC(C)(C)C1=O	2	.	1	.	.	-6	.	15
COc1ccc(C(=O)Nc2ccccc2C(=O)Nc2cccc(C)n2)cc1	-1	3	6	2	.	14	-25	5
CCN(C1CCCCC1)S(=O)(=O)c1ccc(S(=O)(=O)N(CC(=O)Nc2ccccc2)C2CC2)cc1	1	.	-12	.	.	9	.	4
Cc1ccc(Cn2c3ccccc3c3cn[nH]c(=O)c32)cc1	3	-7	-5	-1	0.1	3	-7	2
O=C(Nc1ccc(F)cc1)N1C[C@@H]2[C@H](c3ccccc31)[C@@H](CO)N2C(=O)Cc1cccnc1	-2	0	-1	-1	-0.3	-6	-11	2

Screens deposited in PubChem BioAssay by Broad Institute.

Compounds were not picked by outcome; overall some 3.2% were active at least once.
